HePTP inhibitor: inhibitors of human HePTP phosphatase, primary screen, biochemical, absorbance, leukemia target | Tyrosine-protein phosphatase non-receptor type 7 (Homo sapiens), P35236 | recombinant HePTP phosphatase activity, OD absorbance | inhibition, % at 20 µM | actives 0.64% (n = 110,000); in the data active = inhibition above about 50%;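 also: plate controls were vehicle for no effect and reference inhibitor for full effect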
Target sequence (P35236 whole entry, looked up): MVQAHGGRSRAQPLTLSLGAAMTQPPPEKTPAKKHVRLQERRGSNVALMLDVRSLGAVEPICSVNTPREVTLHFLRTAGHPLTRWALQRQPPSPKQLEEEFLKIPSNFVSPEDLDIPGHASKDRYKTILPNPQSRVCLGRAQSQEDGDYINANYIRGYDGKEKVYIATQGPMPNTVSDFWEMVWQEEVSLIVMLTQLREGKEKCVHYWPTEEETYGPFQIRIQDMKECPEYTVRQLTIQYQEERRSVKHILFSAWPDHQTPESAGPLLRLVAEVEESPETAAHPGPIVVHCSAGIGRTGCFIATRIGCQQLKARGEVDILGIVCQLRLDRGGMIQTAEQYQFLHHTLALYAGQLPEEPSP
BAP1 inh: inhibitors of BAP1 deubiquitinase, primary screen, biochemical, Ub-AMC fluorescence, kinetic. Ubiquitin carboxyl-terminal hydrolase BAP1 (Homo sapiens), Q92560. recombinant BAP1, Ub-AMC hydrolysis fluorescence kinetic; active compounds read low. activity remaining (% of control), % at 20 µM. actives 0.48% (n = 72,000). AID 436, 2006;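 active = activity remaining at or below 50% of control, provided the compound also passes the data quality filters; inactive = the rest, including low values that fail the filters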;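 also: 100% = DMSO wells rate and 0% = substrate alone blank rate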
Active calls of the source: *; . = not tested or not shown; & = joins results of further samples.

| HePTP inhibitor | BAP1 inh | compound |
| --- | --- | --- |
| -7 | 93 | CCOC(=O)c1ccc(NS(=O)(=O)c2cnc[nH]2)cc1 |
| 5 | 96 | O=C(CCC(=O)N(CC(=O)NC1CCCC1)Cc1ccc2c(c1)OCO2)Nc1ccccn1 |
| -15 | . | COc1ccc2c(c1OC)C(=O)N(c1ccc(C)cc1)C2=O |
| 4 | 68 | Cc1cc(C)c2cc(C(c3nnnn3CC3CCCO3)N3CCN4CCCC4C3)c(=O)[nH]c2c1 (stereo not given) |
| -5 | 86 | CC(C)CNS(=O)(=O)c1ccc(CCC(=O)N2CCN(Cc3ccccc3)CC2)cc1 |
| 1 | . | CCOc1ccc(N2C(=O)/C(=C/c3ccc(OC)c(OC)c3C(=O)O)SC2=S)cc1 |
| -12 | . | COc1ccc(C(=O)N2CCN(Cc3ccccc3F)CC2)cc1OC |
| -2 | . | CCC(Oc1ccccc1)C(=O)Nc1ccc(S(=O)(=O)Nc2cnc3ccccc3n2)cc1 (stereo not given) |
| 2 | . | Cc1ccc(-c2nc(N/N=C/c3cccc([N+](=O)[O-])c3)c3ccccc3n2)cc1 |
| -1 | 95 | COC(=O)c1sccc1NC(=O)c1ccoc1C |
| -5 | . | Cc1ccc(C2([N+](=O)[O-])C(=O)c3ccccc3C2=O)cc1 |
| -8 | . | CCC(=O)Nc1nc(-c2ccc(Cl)c(Cl)c2)cs1 |
| -15 | . | CCn1c2ccccc2c2cc(CNCc3ccc4c(c3)OCO4)ccc21 |
| . | 94 | NC(N)=NC(N)=Nc1cccc(Cl)c1 |
| 10 | . | O=S(=O)(Nc1ccc2c(c1)OCCO2)c1cccs1 |
| 0 | . | Cc1ccc(-c2csc(NC(=O)CCCC(=O)O)c2C(=O)OC(C)C)cc1 |
| -22 | . | CCOc1cc(C(=O)N2CCc3ccccc3C2)cc(OCC)c1OCC |
| 10 | 103 | CCOc1ccc(-c2n[nH]c(C)c2Oc2ccccc2OC)c(O)c1 |
| 3&-7 | 83 | CCCCSc1nnc(-c2ccccc2N)c(=O)[nH]1 |
| 6 | . | COCCOC(=O)c1ccc(NC(=O)COc2cccc(C)c2)cc1 |

One compound at a time (already shown):
Shown for CCC(=O)Nc1nc(-c2ccc(Cl)c(Cl)c2)cs1 = HePTP inhibitor: -8; BAP1 inh: .
Shown for CCOc1cc(C(=O)N2CCc3ccccc3C2)cc(OCC)c1OCC = HePTP inhibitor: -22; BAP1 inh: .
Shown for CCC(Oc1ccccc1)C(=O)Nc1ccc(S(=O)(=O)Nc2cnc3ccccc3n2)cc1 (stereo not given) = HePTP inhibitor: -2; BAP1 inh: .

(more compounds)
| HePTP inhibitor | BAP1 inh | compound |
| --- | --- | --- |
| . | 101 | NC(=S)c1ccc[n+]([C@@H]2O[C@@H](COP(=O)([O-])OP(=O)(O)OC[C@H]3O[C@@H](n4cnc5c(N)ncnc54)C(OP(=O)(O)O)[C@H]3O)C(O)C2O)c1 (stereo not given in full) |
| -3 | 108 | CCc1nc2ccccc2c(=O)n1NC(=O)c1c(O)c2ccccc2[nH]c1=O |
| -4 | 62 | COCc1nn2c(N)c(C#N)cnc2c1-c1ccccc1 |
| 14 | . | O=C(CSc1ccc(Cl)cc1)c1ccco1 |
| 11 | 96 | C/C(N)=C(/C#N)C(=O)CSc1nnnn1-c1ccc(C)cc1C |
| 3 | 101 | CCOC(=O)c1c[nH]c2c3c(ccc2c1=O)CCCC3 |
| 4 | 106 | Cc1ccc(C(=O)O)c(C(=O)Nc2nc(C)cs2)c1 |
| 9 | 141 | O=C(NCCc1ccccn1)c1ccc(S(=O)(=O)N2CCCCCC2)cc1 |
| 14 | 61 | O=C1C=C(O)CC(c2ccco2)C1 (stereo not given) |
| . | 75 | COC(=O)CSc1nnc(-c2ccccc2Cl)o1 |
| 12 | 84 | COCc1cc(C)nc2sc(C(=O)OC(C)C)c(N)c12 |
| 8 | . | O=C(c1ccc2c(c1)C(=O)N(c1ccncc1)C2=O)c1ccc2c(c1)C(=O)N(c1ccncc1)C2=O |
| 3 | . | Cc1ccc(NC(=O)c2cccs2)cc1C |
| 4 | 92 | CCOC(=O)N1CCC(Nc2c(N3CCN(c4cccc(C(F)(F)F)c4)CC3)c(=O)c2=O)CC1 |
| 5 | . | COC(=O)c1[nH]c2cc(OC)ccc2c1NC(=O)c1ccc2c(c1)OCO2 |
| 3 | . | O=[N+]([O-])c1ccc(OCCN2CCOCC2)cc1 |
| 2 | . | CCN(c1ccccc1)S(=O)(=O)c1c(C)cc(C)cc1C |
| 104* | . | O=C(N/N=C/c1ccccc1O)c1cnccn1 |
| -10 | 79 | Cc1cc(NC(=O)c2oc3ccccc3c2C)ccc1-n1cnnn1 |
| 2 | 60 | O=C(CN1CCOCC1)N1CCCc2c1c(=O)oc1ccc(OCc3ccccc3)cc21 |
| 9 | . | CC1CC(Nc2ccccc2)c2ccccc2N1C(=O)c1ccc(Cl)cc1Cl (stereo not given) |
| 4 | . | CCOC(=O)c1sc(N/N=C/c2ccc(O)cc2)nc1C |
| -5 | . | CCN(CC)c1ccc(C=C2C(=O)N(C)C(=O)N(C)C2=O)c(O)c1 |
| 9 | . | O=C(c1cnn2c(-c3ccccc3)cc(-c3ccccc3)nc12)N1CCOCC1 |
| -12 | . | Cc1cccc(-c2cc(C(=O)n3cccn3)c3ccccc3n2)c1 |
| 2 | . | CCS(=O)(=O)N1CCN(Cc2nc3ccccc3c(=O)[nH]2)CC1 |
| 2 | . | CC(=O)NC1=NC(=O)/C(=C\c2ccc(N(C)C)c(Br)c2)S1 |
| 6 | . | O=C1CC(c2ccccc2)CC2=C1C(c1ccc(O)cc1)Nc1ccc(C(=O)c3ccccc3)cc1N2 (stereo not given) |
| 6 | . | O=C(NCCC(c1ccccc1)c1ccccc1)c1ccccc1[N+](=O)[O-] |
| 3 | . | Cc1ccc(-n2nc3cc(C)c(NC(=O)c4cc5ccccc5o4)cc3n2)cc1 |
| 1 | 71 | CCOC(=O)c1cnc(-n2nc(C)cc2C)nc1NCc1ccc2c(c1)OCO2 |
| 7 | . | CCOC(=O)C1=C(C)NC(=S)NC1c1ccccc1OC(F)F (stereo not given) |
| 3 | 91 | COc1ccc(/C(O)=C2/C(=O)C(=O)N(CCN(C)C)C2c2ccc(OC)c(OC)c2)c(C)c1 (stereo not given) |
| 1 | 99 | CCn1c(=O)n(CC(=O)N2CCN(c3ccccc3F)CC2)c(=O)c2ccccc21 |
| 9 | . | O=C(NCCOc1ccc(F)cc1)c1cccc2ccccc12 |
| -1 | 101 | COc1ccc(CNC(=O)c2noc3c2CCCCC3)cc1 |
| -24 | . | O=C(Nc1ccc(Cl)cn1)c1cc([N+](=O)[O-])ccc1Cl |
| 3 | 97 | CCOc1ccc2nc(NC(NC(=O)CC)(C(=O)OC)C(F)(F)F)sc2c1 (stereo not given) |
| 5 | 97 | COc1cc(OC)c(NC(=O)CCc2nc(-c3cccs3)no2)cc1Cl |
| 7 | . | O=C(Nc1cccc2nsnc12)C(c1ccccc1)c1ccccc1 |
| 4 | . | Cc1ccc(N2C(=O)C(O)C(O)C2=O)cc1 (stereo not given) |
| 8 | 83 | CCN1CCN(S(=O)(=O)c2cc(OC)ccc2OC)CC1 |
| 5 | 87 | O=C(O)CCc1ccc(-c2cccs2)n1NC(=O)c1ccccc1Br |
| 8 | 109 | CC(=O)Nc1ccc(S(=O)(=O)NCC2CCC(C(=O)N3CCN(c4ccccn4)CC3)CC2)cc1 (stereo not given) |
| 4 | 102 | COc1cccc(OCCOCCN(C)CCO)c1 |
| 2 | . | O=C(Cc1cccc2ccccc12)NCc1ccco1 |
| 3 | 110 | CCN=C(Nc1cccc(F)c1)SC1CC(=O)N(c2ccc(OC)cc2)C1=O (stereo not given) |
| -8 | . | CCN=C(Nc1cc(Cl)cc(Cl)c1)SC1CC(=O)N(c2cccc(OC)c2)C1=O (stereo not given) |
| 8 | . | COc1ccc(-c2nc(=S)c3c(n2Cc2ccccc2)CCCC3)cc1 |
| -2 | . | Nc1nnc2c(n1)-c1ccccc1C2=O |

Later entries:
| HePTP inhibitor | BAP1 inh | compound |
| --- | --- | --- |
| . | 153 | OCCNc1ncnc2c1c(-c1ccccc1)c(-c1ccccc1)n2Cc1ccco1 |
| -4 | 88 | CN(C)c1ccc(-c2nnc(-c3ccc(S(=O)(=O)C(F)F)cc3)o2)cc1 |
| 6 | 97 | CCC(CO)Nc1ncnc2c1cnn2-c1ccc(Cl)cc1 (stereo not given) |
| . | 67 | Cc1c(NC(=O)c2ccc(OCc3ccccc3)cc2)cccc1-c1nc2ncccc2o1 |
| 5 | . | CC(C)CCNCC(O)Cn1c2ccc(Br)cc2c2cc(Br)ccc21 (stereo not given) |
| -6 | . | CC1=C(C)C(C)=C(C#N)C(=C(C#N)C#N)N1 |
| 4 | 106 | CCCCNC(=O)CSc1nc2ccccc2c(=O)n1C1CCCC1 |
| 7 | 120 | CCOCCCNC(=O)c1ccccc1SCC |
| -15 | . | C=CCN1C(=O)/C(=C\c2ccccc2OCc2cccc3ccccc23)SC1=S |
| . | 59 | COc1ccc2c(c1)-c1nc(NC(=O)c3ccco3)sc1CC2 |

Shown field by field: part of the list above
> CCOC(=O)c1c[nH]c2c3c(ccc2c1=O)CCCC3
  HePTP inhibitor: 3 | BAP1 inh: 101
> COc1ccc2c(c1OC)C(=O)N(c1ccc(C)cc1)C2=O
  HePTP inhibitor: -15 | BAP1 inh: .
> CN(C)c1ccc(-c2nnc(-c3ccc(S(=O)(=O)C(F)F)cc3)o2)cc1
  HePTP inhibitor: -4 | BAP1 inh: 88
> CC1CC(Nc2ccccc2)c2ccccc2N1C(=O)c1ccc(Cl)cc1Cl (stereo not given)
  HePTP inhibitor: 9 | BAP1 inh: .

(list continues)
| HePTP inhibitor | BAP1 inh | compound |
| --- | --- | --- |
| 0 | 120 | O=C(C(c1ccccc1)N1CCOCC1)N1CCOCC1 (stereo not given) |
| -7 | 86 | O=C(OCC(=O)N1CCOCC1)c1ccccc1SCC(=O)N1CCCC1 |
| 1 | 93 | CC(=O)c1c(N2CCCCC2)nc(=O)n(-c2ccccc2)c1C |
| 1 | 81 | Cc1cc(=O)n2nc(N3CCC(C(=O)NCc4cccnc4)CC3)sc2n1 |
| 57* | . | COc1ccc(S(=O)(=O)N2CCN(Cc3ccc([N+](=O)[O-])cc3)CC2)cc1 |
| 9 | . | CCOc1ccc2nc(NC(=O)c3cc(C)cc(C)c3)sc2c1 |
| 1 | 108 | CCOc1ccccc1OCC(=O)Nc1nnc(COC)s1 |
| 4 | 67 | CCC1c2ccc(C)n2CCN1C(=O)Nc1ccccc1C(=O)OC (stereo not given) |
| -3 | . | O=C(c1cccc(F)c1)N1CCN(C2CCC(c3ccccc3)CC2)CC1 (stereo not given) |
| 14 | . | Cc1ccc(C)c(N(CC(=O)NCc2ccc(Cl)cc2)S(=O)(=O)c2ccccc2)c1 |

Reformatted in markdown: entries from further up.
| Structure | HePTP inhibitor | BAP1 inh |
| --- | --- | --- |
| O=C(C(c1ccccc1)N1CCOCC1)N1CCOCC1 (stereo not given) | 0 | 120 |
| O=C(OCC(=O)N1CCOCC1)c1ccccc1SCC(=O)N1CCCC1 | -7 | 86 |

Following part.
| HePTP inhibitor | BAP1 inh | compound |
| --- | --- | --- |
| 0 | . | COc1ccc(/C=N\Nc2cc(C)c3ccccc3n2)cc1 |
| 7 | 75 | CCOC(=O)CCCCC(=O)c1[nH]c(=O)[nH]c1CSc1nc(-c2ccccc2)c(C#N)c(=O)[nH]1 |
| 2 | . | O=C(Nc1ccc([N+](=O)[O-])cc1Cl)c1cc2ccccc2o1 |
| 1 | 154 | CCOC(=O)C1/C(=N\O)CC(C)(O)C(C(=O)OCC)C1c1ccc(OC)c(OC)c1 (stereo not given) |
| -7 | . | COc1ccc(NC(=O)C2CCC(C)(C(=O)O)C2(C)C)cc1 (stereo not given) |
| 6 | 110 | COc1ccc(-c2nnc(SCC(=O)OC3CCCCC3)o2)cc1OC |
| 10 | . | O=C(O)CCN1C(=O)/C(=C/c2ccccc2Cl)SC1=S |
| 69* | . | Cc1cc(C)c2c(c1)=C(c1sc(N)nc1O)C(=O)N=2 |
| 2 | 101 | O=C(Cn1nnc(-c2ccccc2)n1)NCc1ccc2c(c1)OCO2 |
| 5 | 60 | COC(=O)C1=C(C)NC(=O)C1(Nc1nccs1)C(F)(F)F (stereo not given) |
| 1 | 93 | CCOC(=O)N1CCC(N2Cc3cccc(C(=O)NCc4ccc(C)cc4)c3C2=O)CC1 |
| -5 | 89 | Clc1ccc(Cc2nnc(-c3ccccc3Br)o2)cc1 |
| -3 | . | N#Cc1ccc(Sc2nc3ccccc3[nH]2)cc1C#N |
| 8 | . | CCC(C)(C)C1CCc2c(sc(NC(=O)/C=C/C(=O)O)c2C(N)=O)C1 (stereo not given) |

Two compounds picked at random from the list so far, as already listed:
| HePTP inhibitor | BAP1 inh | compound |
| --- | --- | --- |
| -3 | . | N#Cc1ccc(Sc2nc3ccccc3[nH]2)cc1C#N |
| 1 | 93 | CCOC(=O)N1CCC(N2Cc3cccc(C(=O)NCc4ccc(C)cc4)c3C2=O)CC1 |

Compound activity (PubChem)
